High-throughput results: PubChem, Broad Institute
INS-1E GSIS act – GLuc luminescence reporter in INS-1E cells, primary screen for activators of glucose-dependent secretion of insulin; INS-1E GLuc reporter insulin secretion, 2-3 h; activation, % at 16.6 µM; 370,000 tested, 0.61% active; AID 743287;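 active = lowest replicate activation of at least 40%, so every replicate reaches that level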;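 note: 0% = median of neutral control wells and 100% = median of IBMX positive control wells; some compounds called inactive have numbers as strong as hits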
DENV2 CPE rescue – DENV2-induced cell death inhibition. CPE inhibition, % at 9.99 µM. DENV2-infected cells, cytopathic effect rescue, plate reader. 350,000 tested, 1.7% active. AID 651640; in the data active = CPE inhibition above about 20%, passing the limit was not always enough; inconclusive = no clear call, values can overlap the other calls; tested in BHK-21 cells;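 note: 0% = median of neutral control wells and 100% = median of positive control wells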
Casp6 inh – caspase-6 (human) enzyme inhibition | inhibition, % at 12.5 µM | 350,000 tested, 0.53% active | P55212 | AID 686996 | purified caspase-6, Z-VEID-R110 cleavage fluorescence;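 active = mean inhibition across replicates at least about 35%, with every replicate also reaching that limit, limit read from the data; inconclusive = only one of the two criteria met; inactive = neither criterion met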;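 note: 0% = median of neutral control wells and 100% = no fluorescence left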
RAD52 anneal inh – RAD52 (human) annealing inhibition; P43351; recombinant RAD52 DNA annealing, FRET fluorescence; inhibition, % at 18.7 µM; 360,000 tested, 0.46% active;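 active = every replicate showing at least 50% inhibition; inconclusive = mean inhibition at least 50% but not in every replicate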
Target sequence (P43351 whole entry, looked up): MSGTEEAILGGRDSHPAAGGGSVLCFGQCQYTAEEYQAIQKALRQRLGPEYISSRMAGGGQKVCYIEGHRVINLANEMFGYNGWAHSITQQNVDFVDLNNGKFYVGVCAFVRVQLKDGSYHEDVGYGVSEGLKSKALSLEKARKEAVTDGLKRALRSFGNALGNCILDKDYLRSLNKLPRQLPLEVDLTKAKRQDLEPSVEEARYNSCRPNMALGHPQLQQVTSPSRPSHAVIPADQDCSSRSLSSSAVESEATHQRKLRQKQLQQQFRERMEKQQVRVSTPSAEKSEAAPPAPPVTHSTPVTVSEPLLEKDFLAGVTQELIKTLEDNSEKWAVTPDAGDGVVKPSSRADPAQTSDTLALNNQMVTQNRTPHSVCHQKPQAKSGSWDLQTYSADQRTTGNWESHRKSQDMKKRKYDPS
E-selectin induc – E-selectin induction on HUVECs. P16581. HUVEC E-selectin immunofluorescence imaging; normalized: neutral wells 0, TNF-alpha wells 100. activation, % at 7.58 µM. 260,000 tested, 0.37% active;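 active = mean E-selectin-positive cell signal at least 10% of the positive control, reached in at least 60% of replicates, without over 20% cell loss; inconclusive = no rule given, readout overlaps actives, possibly toxicity-flagged; inactive = the rest, including those meeting only one limit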;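 note: in these data hits start at about 27%; measured in HUVEC primary endothelial cells; signal is the percent of cells scored E-selectin positive by PE staining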
Target sequence (P16581 whole entry, looked up): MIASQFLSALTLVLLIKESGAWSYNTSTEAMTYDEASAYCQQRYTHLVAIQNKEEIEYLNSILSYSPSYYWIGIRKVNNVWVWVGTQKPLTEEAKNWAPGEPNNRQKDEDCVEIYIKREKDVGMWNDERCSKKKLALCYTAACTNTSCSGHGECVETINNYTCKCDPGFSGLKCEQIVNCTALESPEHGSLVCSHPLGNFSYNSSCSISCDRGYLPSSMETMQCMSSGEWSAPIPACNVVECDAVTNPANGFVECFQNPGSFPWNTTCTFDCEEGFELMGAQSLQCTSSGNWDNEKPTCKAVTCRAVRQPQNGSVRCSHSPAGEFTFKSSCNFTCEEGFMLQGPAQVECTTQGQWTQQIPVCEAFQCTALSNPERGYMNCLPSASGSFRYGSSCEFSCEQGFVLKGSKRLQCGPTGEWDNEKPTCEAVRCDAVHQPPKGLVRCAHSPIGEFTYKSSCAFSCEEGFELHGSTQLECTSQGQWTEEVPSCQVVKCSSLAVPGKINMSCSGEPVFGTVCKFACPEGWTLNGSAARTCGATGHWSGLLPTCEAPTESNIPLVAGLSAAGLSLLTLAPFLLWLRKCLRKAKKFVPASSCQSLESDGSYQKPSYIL
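Test system: HUVEC; input: 3,000 HUVEC/well; measured by: immunofluorescence imaging; read-out: % PE-positive cells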
RAD54 inh – blocks human RAD54 Holliday junction branch migration. FAM/BHQ fluorescence. Q92698. 360,000 tested, 0.14% active. inhibition, % at 10.4 µM;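 active = mean normalized replicate activity at least 40 and at least half of replicates scoring 40 or more; inconclusive = only one of the two criteria met; inactive = mean below 40 and under half of replicates reaching 40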;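 note: 0% = median of neutral control wells and 100% = median of positive control wells; inhibitors cause a drop in the FAM fluorescence signal; in these data hits start at about 50%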
XiGFP reactiv – activators of X-chromosome reactivation in mouse fibroblasts; XiGFP mouse fibroblasts, % GFP-positive cells imaging, 3 d; cells co-treated with 5-aza-dC sensitizer; scaled so ellipticine positive control = 100%; activation, % at 7.58 µM; 360,000 tested, 0.055% active; AID 743238;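 active = mean normalized replicate activation at least 10% and every replicate at or above 10%; inconclusive = only one of the two criteria met; inactive = mean below 10% and not all replicates reach 10%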;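 note: 0% = median of on-plate neutral control wells and 100% = ellipticine 6 µM median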
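Material: XiGFP fibroblasts, SV40-immortalized. Buffer or medium: DMEM plus 5-aza-dC sensitizer. Compound: single concentration per compound, delivered by pin transfer. Times: 3 days compound exposure. Controls: ellipticine 6 µM.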
F508del corr – correctors of CFTR F508del function in bronchial epithelial cells | CFBE cells, YFP halide quenching; stimulated with forskolin plus potentiator P3; % fluorescence drop versus neutral controls | activity (quench increase), % at 7.58 µM | 350,000 tested, 0.36% active | AID 720511;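 active = mean added fluorescence quench of at least 8% versus neutral control, with both replicates also reaching 8%; inconclusive = only one of the mean or replicate conditions met; inactive = mean below 8% and not both replicates reaching 8%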;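 note: cells transiently co-express mutant CFTR-F508del with the halide-sensitive YFP; corrector assay measuring rescue of mutant channel to the surface after 24 h compound exposure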
Starred values were filed as active, the others as inactive; ? = inconclusive; nt = not tested or not shown.

SMILES | INS-1E GSIS act | DENV2 CPE rescue | Casp6 inh | RAD52 anneal inh | E-selectin induc | RAD54 inh | XiGFP reactiv | F508del corr
Cc1cc(C)c(C#N)c(Nc2cccc(C)c2C)n1 | 5 | 5 | -3 | -11 | 2.5 | 7 | 0.0 | 1.3
CCO[C@@H]1OC(C(=O)O)=C[C@H](c2ccc3c(c2)OCO3)[C@H]1CCCO | 2 | -18 | 7 | -9 | 1.0 | -5 | 0.0 | 1.8
O=C(N[C@H]1CC[C@@H](CC(=O)N2CCOCC2)O[C@@H]1CO)c1ccccn1 | -8 | -2 | 0 | 25 | -0.3 | -3 | -0.4 | -2.6
O=C(C[C@@H]1CC[C@@H]2[C@H](COC[C@@H](O)CN2Cc2cc(F)cc(F)c2)O1)NC1CCC1 | -4 | -2 | 2 | 2 | 0.0 | 4 | 0.1 | -3.0
CNC[C@@H]1Oc2ccc(NC(=O)C3CC3)cc2CC(=O)N([C@@H](C)CO)C[C@@H]1C | -4 | nt | nt | nt | -0.2 | -8 | 0.2 | -0.6
C[C@@H]1CN([C@H](C)CO)C(=O)c2cccc(NC(=O)c3nc4ccccc4s3)c2O[C@H]1CN(C)Cc1ccc2c(c1)OCO2 | -10 | nt | -1 | nt | 0.1 | nt | -1.0 | -0.7
CCC(C(=O)Nc1ccccc1F)n1nc(C)c2c(C)n(-c3ccccc3)nc2c1=O (centres undefined) | -34 | -5 | 2 | -34 | 0.1 | -2 | -0.1 | 0.4
CCOc1ccc2nc(NC(=O)NC3CCCCC3)sc2c1 | 9 | -5 | -2 | -4 | 6.3 | 7 | 0.0 | -2.2
COc1ccc(CC(=O)OCC(=O)Nc2ccc(F)cc2)cc1 | 4 | 1 | 2 | -7 | 1.5 | -11 | 0.1 | -0.1
COC(=O)c1cc2c(c3c4cc(F)ccc4n(S(=O)(=O)c4ccc(OC)cc4)c13)C(=O)N(Cc1ccccc1OC)C2 | 9 | -6 | -4 | -58 | 0.2 | nt | -0.1 | 2.9
CCOC(=O)c1ccc(NC(=O)C(C)Sc2nc(O)c(-c3ccccc3)c(=O)[nH]2)cc1 (centres undefined) | -20 | -5 | -1 | -5 | nt | nt | 0.0 | -1.6
COc1ccc(CN(C)C[C@H]2Oc3ccc(NC(=O)Nc4ccc(F)cc4)cc3CC(=O)N([C@@H](C)CO)C[C@@H]2C)cc1 | -19 | 3 | -4 | -4 | 7.6 | 4 | -0.2 | -0.9
CNC(=O)C[C@@H]1CC[C@@H]2[C@H](COc3ccc(NC(=O)c4cccc(OC)c4)cc3C(=O)N2C)O1 | 10 | ? | 0 | -6 | 0.0 | 10 | 0.0 | -2.0
CCOc1cc(/C=C2/C(=O)NN(c3cccc(Cl)c3)C2=O)ccc1O | -6 | 1 | 1 | -14 | nt | -9 | 0.0 | 3.9
COc1ccc2c3c(n(C)c2c1)[C@@H](CO)N(C(=O)c1ccccc1)CC31CN(C(=O)c2ccccc2)C1 | -21 | -3 | 0 | -2 | 0.0 | nt | 0.2 | -3.4
O=C(Cc1ccccc1[N+](=O)[O-])NCc1ccco1 | 31 | -7 | 2 | -6 | nt | nt | 0.0 | 0.7
CSCc1nnc(NC(=O)c2ccc(S(=O)(=O)N(C)C)cc2)o1 | 12 | 15 | 2 | -17 | nt | nt | 0.2 | -0.7
CC(C)NC(=O)N1C[C@H]2[C@@H](c3ccccc31)[C@H](CO)N2Cc1ccc(Cl)cc1 | -6 | 4 | 3 | -12 | -0.4 | -10 | 0.5 | -0.5
C[C@H]1CN([C@@H](C)CO)S(=O)(=O)c2ccc(C#CCN(C)C)cc2O[C@@H]1CN(C)C(=O)CC1CC1 | -18 | 9 | 4 | -16 | 0.6 | -3 | 0.0 | 1.7
CC(=O)c1cc(CN2CCN(CCC(C)C)C(CCO)C2)cs1 (centres undefined) | -6 | 6 | -3 | -14 | -0.2 | 5 | 1.7 | 0.4
COc1cc(/C=N/NC(=O)c2cccc3ccccc23)cc(OC)c1OC | -3 | -2 | -3 | -6 | -1.6 | 0 | 0.0 | 1.0
COc1ccc(NC2=CC(c3ccc(OC)cc3)N(c3ccc(OC)cc3)C2=O)cc1 (centres undefined) | -2 | 11 | 0 | -15 | nt | nt | 0.0 | 4.9
Cc1ccccc1C(C)NC(=O)COC(=O)Cn1cc(C(F)(F)F)ccc1=O (centres undefined) | -4 | 0 | 1 | -6 | -0.3 | 0 | 0.1 | 0.6
COc1ccc(CCNC(=O)C(=O)NCC2CCCN2S(=O)(=O)c2cc(C)ccc2C)cc1 (centres undefined) | -40 | 4 | -4 | 2 | -0.3 | 0 | 0.1 | 0.8
CCCc1cn(CC[C@@H]2CC[C@H](NC(=O)C3CCCCC3)[C@H](CO)O2)nn1 | 15 | -1 | -4 | 10 | -0.4 | 6 | -0.1 | -1.8
Cc1sc(NC(=O)C2CC(=O)N(Cc3ccco3)C2)nc1-c1ccccc1 (centres undefined) | -2 | -5 | 7 | -8 | 0.5 | -5 | 0.0 | 1.8
Cc1ccc(S(=O)(=O)Nc2ccc3c(c2)C(=O)N([C@H](C)CO)C[C@H](C)[C@@H](CN(C)Cc2ccc(C(=O)Nc4ccccc4N)cc2)O3)cc1 | -3 | 20* | 0 | 35 | 0.1 | nt | -0.9 | -0.6
O=C(O)CCn1cc(/C=C/C(=O)c2ccc(Cl)cc2)c(-c2cccc(Br)c2)n1 | -20 | 5 | 4 | -20 | -1.7 | -9 | -0.1 | -2.3
CC(C)C[C@H](NC(=O)c1nc[nH]c1C(=O)N1CCc2ccccc2C1)C(=O)OC(C)(C)C | -36 | 9 | 8 | -9 | 0.0 | 8 | 0.1 | -1.3
C[C@@H]1CN([C@@H](C)CO)C(=O)Cc2cc(NC(=O)Cn3cnnn3)ccc2O[C@@H]1CN(C)Cc1ccc(Cl)c(Cl)c1 | 3 | 9 | 4 | 16 | 0.1 | 9 | -1.3 | 1.8
COc1cc(C2NC(=O)NC(O)(C(F)(F)F)C2C(C)=O)cc(OC)c1OC (centres undefined) | 12 | -6 | 0 | -9 | nt | nt | 0.1 | -2.2
COc1cc(OC)cc(-c2cc3nc(C)c(CCC(=O)NCc4ccccc4)c(C)n3n2)c1 | -13 | 4 | 0 | -9 | -0.4 | -7 | 2.9 | -0.5
CCOc1ccc(CCNC(=O)COC(=O)c2cccc(S(=O)(=O)N3CCOCC3)c2)cc1OCC | 3 | 1 | 0 | -27 | nt | 5 | 0.0 | -1.2
CCc1ccc(CN2CCC(n3nccc3NC(=O)c3ccc4c(c3)OCO4)CC2)cc1 | -6 | ? | -3 | 2 | 0.1 | 5 | 0.1 | -0.3
COC(=O)COc1cccc2c(=O)n(CC(=O)NCCc3ccc(OC)c(OC)c3)ccc12 | 26 | -3 | -1 | -5 | 1.2 | 0 | 0.1 | -1.2
C/C=C/c1ccc([C@H]2[C@@H](CO)N(CCC(F)(F)F)[C@@H]2CNC(=O)C2CCC2)cc1 | -6 | 0 | 0 | 11 | 0.1 | nt | -0.1 | 3.3
C[C@@H]1CN([C@H](C)CO)C(=O)c2cc(C#CCN(C)C)cnc2O[C@@H]1CN(C)C(=O)CN1CCOCC1 | 14 | 0 | 0 | -8 | 0.2 | 4 | -0.3 | nt
O=C(Nc1ccccc1Cl)N1[C@H](CO)[C@@H]2c3ccccc3NC[C@@H]21 | -3 | -4 | -3 | -15 | -0.3 | 2 | 0.0 | -2.4
CCc1cc(C(=O)Cc2ccc(F)cc2)c(O)cc1O | -8 | -4 | 2 | -2 | nt | -2 | -0.1 | nt
COc1ccccc1/C=C/C(=O)N1CCc2cc(OC)c(OC)cc2C1C (centres undefined) | 29 | -3 | 3 | -13 | nt | -3 | 0.1 | 6.9
C[C@@H]1CN([C@@H](C)CO)C(=O)c2cc(NS(=O)(=O)c3cn(C)cn3)ccc2O[C@@H](C)CCCCO[C@H]1CN(C)C(=O)Nc1cccc2ccccc12 | -7 | -3 | nt | nt | 0.2 | 1 | -0.9 | 0.3
O=C(CSc1nnc(CNC(=O)c2ccccc2)o1)NCCc1ccccc1 | -2 | 4 | -1 | -2 | 0.0 | -2 | -0.1 | 1.0
COc1ccc(NC(=O)CSc2nnnn2C2CCCC2)c(OC)c1 | 17 | 1 | 3 | -10 | 2.0 | -6 | 0.1 | 3.1
COc1ccccc1C(=O)OCCN=C1NS(=O)(=O)c2ccccc21 | 5 | 10 | 1 | 2 | nt | 0 | 0.1 | 2.7
COc1ccc2c3c(n(C)c2c1)[C@@H](CO)N(C(=O)CN1CCOCC1)CC31CN(C(=O)C2CC2)C1 | 5 | -19 | nt | nt | -0.2 | nt | 0.3 | -0.8
O=C1CC(N(CCc2ccccc2)C(=S)Nc2ccccc2)C(=O)N1c1ccc(Br)cc1 (centres undefined) | -27 | 12 | -3 | -33 | -0.1 | -6 | 0.1 | 5.9
O=C(Nc1ccccc1F)Nc1ccccc1Br | 17 | -3 | 1 | 5 | nt | nt | 0.2 | -0.4
CCOC(=O)Cc1cnc(N)s1 | 1 | -9 | -4 | -3 | 1.7 | -3 | 0.2 | -3.5
COc1cc(Cl)c(CN2CCC(CCC(=O)NC3CC3)CC2)cc1OC | 4 | ? | 0 | -17 | 0.4 | -3 | 0.2 | 1.1
Cc1nn(C)cc1NC(=O)C[C@@H]1CC[C@@H]2[C@H](COc3ccc(NC(=O)NC(C)C)cc3C(=O)N2C)O1 | 4 | -11 | -1 | 0 | -0.1 | 0 | 0.2 | -0.2
COc1ccccc1S(=O)(=O)N[C@H]1CC[C@H](CCNC(=O)C2CCCC2)O[C@@H]1CO | 12 | -7 | 0 | 2 | -0.1 | -1 | 0.1 | 0.3
CCn1c(SCC(=O)Nc2cccc(NC(C)=O)c2)nc2c([nH]c3ccccc32)c1=O | 6 | -2 | -2 | -5 | nt | -11 | 0.0 | 2.8
Cc1ccc(S(=O)(=O)N(C)c2ccc(C(=O)NC3CCCCC3)cc2)cc1 | nt | 0 | -3 | -13 | -0.1 | -5 | 0.1 | 0.1
Cc1ccc(OCC(=O)Nc2ccc(CN3CCCCC3)cc2)c(C)c1 | -2 | -1 | -4 | -22 | nt | nt | 0.0 | 8.3*
Cc1ccc(N2C(=O)C3CCC(C)(C2=O)C3(C)C)cc1C (centres undefined) | 8 | -8 | -3 | -10 | nt | nt | 0.4 | -4.0
CCCN(C)C[C@@H]1OCCCC[C@H](C)Oc2ccc(NC(=O)CCC(F)(F)F)cc2C(=O)N([C@H](C)CO)C[C@@H]1C | 17 | -11 | -2 | 19 | 0.2 | 8 | 0.2 | 1.2
O=C(NC1CCS(=O)(=O)C1)c1ccccc1Cl (centres undefined) | -1 | 14 | -2 | -15 | -0.6 | -12 | 0.0 | -1.3

Arranged by value in INS-1E GSIS act (low to high): 3 from the list above
mol | INS-1E GSIS act
O=C(NC1CCS(=O)(=O)C1)c1ccccc1Cl (centres undefined) | -1
CCOC(=O)Cc1cnc(N)s1 | 1
Cc1ccc(N2C(=O)C3CCC(C)(C2=O)C3(C)C)cc1C (centres undefined) | 8
